Source: PubChem BioAssay
Rab9 prom act = activators of Rab9 promoter | Huh7 Rab9 promoter-luciferase reporter, luminescence, 24 h | Potency, µM (top dose mostly 9.22 µM), for inactives: at the top dose activation, negative = inhibition, most hits filed as activators | hit rate 2.8% among 320,000 | AID 485297; note: % of control where 0% means no effect; nearly all actives have a fitted effect of over 60% in size
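Promoter activation is measured as luciferase luminescence in Huh7 cells stably transfected with a Rab9 promoter–luciferase construct, following 24 h compound exposure at 37 °C and 10 min reagent incubation at ambient temperature.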
NPC1 promoter act = activates the NPC1 promoter | hit rate 2.4% among 320,000 | AID 485313 | Huh7 NPC1 promoter luciferase reporter, 24 h | Potency, µM (titrated, usually from 9.22 µM), for the others: at the highest dose activation, hits mostly activators;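 note: % of control where 0% means no effect; nearly all actives have a fitted effect of over 60% in size; reporter is driven by a mutant NPC1 promoter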
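NPC1 promoter–luciferase Huh7 cells; 24 h compound; luminescence.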
FLuc counter = counter-screen for miR-21 project: firefly luciferase inhibitors or activators; P08659; purified FLuc, Km substrates, luminescence inhibition; Potency, µM (series often up to 57.5 µM), inactives show at the top dose activity change, negative = inhibition, hits mostly inhibitors; hit rate 6.9% among 360,000;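 note: plate controls were vehicle for no effect and reference inhibitor for full effect; nearly all actives have a fitted effect of over 55% in size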
Target sequence (P08659 whole entry, looked up): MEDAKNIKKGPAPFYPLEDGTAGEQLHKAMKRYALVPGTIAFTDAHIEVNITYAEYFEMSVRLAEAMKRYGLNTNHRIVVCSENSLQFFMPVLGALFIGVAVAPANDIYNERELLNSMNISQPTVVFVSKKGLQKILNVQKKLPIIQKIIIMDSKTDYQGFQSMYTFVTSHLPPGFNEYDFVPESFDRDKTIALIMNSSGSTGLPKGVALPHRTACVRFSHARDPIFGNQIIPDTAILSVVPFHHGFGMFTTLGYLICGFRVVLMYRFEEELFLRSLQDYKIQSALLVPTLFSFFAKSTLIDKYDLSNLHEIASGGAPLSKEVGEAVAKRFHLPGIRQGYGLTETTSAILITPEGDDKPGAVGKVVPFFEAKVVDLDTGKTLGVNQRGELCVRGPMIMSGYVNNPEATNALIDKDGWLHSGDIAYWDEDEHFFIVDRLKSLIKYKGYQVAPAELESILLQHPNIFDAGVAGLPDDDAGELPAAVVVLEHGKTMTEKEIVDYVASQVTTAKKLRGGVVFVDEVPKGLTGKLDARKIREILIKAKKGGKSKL
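Purified P. pyralis luciferase, 10 nM final, with Km-level 10 uM D-luciferin and 10 uM ATP in 50 mM Tris acetate pH 7.5, 10 mM Mg acetate, 0.01% Tween-20, 0.05% BSA; 6-point qHTS titration about 60 µM downward; luminescence read.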
p53 reactivation = re-activators of mutant p53. AID 504706. Potency, µM (highest dose often 92.2 µM), for inactives: top-dose activity change, positive = activation, hits mostly activators. H1299 p53-A138V BP100-luciferase reporter, luminescence, 24 h. hit rate 0.063% among 320,000; note: % of control where 0% means no effect; nearly all actives have a fitted effect of over 45% in size
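p53-null H1299 cells stably carrying temperature-sensitive p53-A138V and a BP100-luciferase reporter were pinned with compounds (4-point, 1:5 series) and held 24 hrs at 37 deg C. Luminescence was read 10 min after detection reagent.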
ELG1 genotox = genotoxicity induction in ELG1-luciferase HEK293T cells. HEK293T ELG1-luciferase reporter, luminescence, 16 h. Potency, µM (doses to about 46 µM), for the others: at the highest dose activity change, positive = activation, actives largely listed as activators. hit rate 1.3% among 330,000. AID 504466; note: % of control where 0% means no effect; nearly all actives have a fitted effect of over 60% in size
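HEK293T cells expressing luciferase-tagged ELG1 were treated with compound or DMSO for 16 hr at 37°C. Luciferase activity was then read after 30 min with ONE-Glo at room temperature; rising signal flags genetic stress.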
BRCA1 expr act = BRCA1 expression activation; MCF7-BRCA1-FFLuc reporter, luminescence, 48 h; response scale: scaled: vehicle 0%, 10 µM genistein 100%; Potency, µM (highest dose often 46.1 µM), for inactives: top-dose activation, actives largely listed as activators; hit rate 1.1% among 380,000; note: nearly all actives have a fitted effect of over 80% in size; some results filed as inactive show a strong effect at the top dose
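Reporter cells (MCF7, BRCA1 promoter-firefly luciferase) received library compounds across a concentration series for 48 h. End-point luminescence was measured and concentration-effect curves derived after normalization.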
CXXC DNA block = MLL CXXC-DNA interaction inhibition; Q03164; MLL-CXXC / FITC-HOXA9 DNA fluorescence polarization; Potency, µM (top dose mostly 115 µM), for inactives: at the highest dose activity change, negative = inhibition, hits mostly inhibitors; hit rate 0.037% among 290,000; AID 2662; active = well fitted inhibition curve with a large enough effect in the polarisation, with a control signal flat, not every such curve was filed as active; inconclusive = small, poorly fitted or top-dose-only effect, or effect the other way, or a change in a side signal; inactive = no such curve, though single readings can be large or run the other way; the % refers to the polarisation
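Fluorescence polarization: 7 uM MLL-CXXC (stock) preincubated 5 min with compounds, then 50 nM fluorescein-HOX-A9 DNA (stock) added; 30 min ambient. Buffer 50 mM Tris-HCl pH 7.5, 50 mM NaCl, 1 mM DTT, 0.05% BSA.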
MBNL1 CUG block = blocks human MBNL1 binding to CUG repeat RNA | Potency, µM (titrated, usually from 57.5 µM), inactives show top-dose activity change, negative = inhibition, actives largely listed as inhibitors | hit rate 0.036% among 280,000 | TR-FRET MBNL1-His/biotin-(CUG)12 binding, 665/545 ratio | Q9NR56; active = well fitted inhibition curve with a large enough effect in the signal ratio, with a control signal flat, not every such curve was filed as active; inconclusive = small, poorly fitted or top-dose-only effect, or effect the other way, or a change in a side signal; inactive = no such curve, though single readings can be large or run the other way; the % refers to the signal ratio; note: % is set by controls: 0 for no effect and ±100 for the full control effect
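Compounds (final 92 nM to 58 uM) are added to His-tagged MBNL1 and biotin-(CUG)12, then terbium anti-His antibody and streptavidin-XL665 (5 nM final). After 60 min at room temperature, the 665/545 nm ratio is read.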
uPA generation = cell surface uPA generation inhibition; Potency, µM (series often up to 38.3 µM), for the others: at the highest dose activity change, negative = inhibition, usual class: inhibitors; AID 540303; hit rate 0.31% among 330,000; cell surface uPA generation assay, qHTS; active = well fitted inhibition curve with a large enough effect; inconclusive = small, poorly fitted or top-dose-only effect; inactive = no such curve, though single readings can be large or run the other way; tested in mouse RAW 264.7 cells; note: % is set by controls: 0 for no effect and ±100 for the full control effect; nearly all actives have a fitted effect of over 55% in size
RORg inh = inhibitors of mouse ROR gamma transcriptional activity; hit rate 5.4% among 310,000; P51450; AID 2551; Potency, µM (highest dose often 53.6 µM), without a hit: at the highest dose activity change, negative = inhibition, actives largely listed as inhibitors; Drosophila S2 Gal4-RORgamma UAS-luciferase reporter, 20 h; note: % is set by controls: 0 for no effect and ±100 for the full control effect; nearly all actives have a fitted effect of over 60% in size
Target sequence (P51450 whole entry, looked up, the tested form may be a part): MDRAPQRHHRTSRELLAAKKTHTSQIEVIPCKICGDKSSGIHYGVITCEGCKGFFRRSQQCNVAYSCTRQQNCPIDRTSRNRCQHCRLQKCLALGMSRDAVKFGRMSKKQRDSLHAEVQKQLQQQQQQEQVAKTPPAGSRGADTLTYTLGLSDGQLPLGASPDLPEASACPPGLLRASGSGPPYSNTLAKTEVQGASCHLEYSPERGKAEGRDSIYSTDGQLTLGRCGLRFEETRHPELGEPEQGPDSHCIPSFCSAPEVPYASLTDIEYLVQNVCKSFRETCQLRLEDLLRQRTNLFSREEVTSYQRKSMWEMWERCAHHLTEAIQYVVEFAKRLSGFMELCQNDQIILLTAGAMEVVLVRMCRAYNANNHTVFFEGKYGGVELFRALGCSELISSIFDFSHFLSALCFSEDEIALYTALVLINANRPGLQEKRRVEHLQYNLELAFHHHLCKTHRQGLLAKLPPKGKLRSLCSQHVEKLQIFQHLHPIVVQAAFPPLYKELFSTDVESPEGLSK
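Drosophila S2 cells stably expressing Gal4-DBD/mouse RORγ fusion under metallothionein promoter plus UAS-luciferase; compound 1 h, then 700 uM CuSO4 induction for 20 h at ambient temperature; inhibition read as reduced luminescence.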
VP16 counter = Gal4-VP16 reporter inhibition counter-screen; Potency, µM (series often up to 53.6 µM), without a hit: at the top dose activity, negative = inhibition, usual class: inhibitors; Drosophila S2 Gal4-VP16 UAS-luciferase, luminescence, 20 h; AID 2546; hit rate 3.5% among 310,000;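 note: Gal4-VP16 expression switched on by copper sulfate through the metallothionein promoter; % is set by controls: 0 for no effect and ±100 for the full control effect; nearly all actives have a fitted effect of over 50% in size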
Active calls of the source: *; & = joins results of further samples; [ ] = another dose, or the depositor's remark. Unless noted, calls come from the whole dose curve; as a rule, active = well fitted curve in the direction sought with a large enough effect; inconclusive = small, poorly fitted or top-dose-only effect, or another doubt; inactive = no such curve, though single readings can be large; an effect the other way counts as inactive or inconclusive. Potency is the fitted concentration of half-maximal effect. The list is partial. The share of hits here may be higher or lower than overall.

For Cc1ccc(C2NC(=O)NC(O)(C(F)(F)F)C2C(=O)c2cccs2)o1 (configuration not stated) the results were Rab9 prom act 0%, NPC1 promoter act -4%, FLuc counter -2%, p53 reactivation 16%, ELG1 genotox -6%, BRCA1 expr act -7%, CXXC DNA block -10%, MBNL1 CUG block 2%, RORg inh 23% and VP16 counter 20%.
For COc1ccccc1Nc1nn2c(=O)c3ccc(C(=O)N4CCC(C)CC4)cc3nc2s1 the results were Rab9 prom act -5%, NPC1 promoter act -9%, FLuc counter -19%, p53 reactivation 27%, ELG1 genotox -8%, BRCA1 expr act -17%&-11%, CXXC DNA block -1%, MBNL1 CUG block -6%, uPA generation 0%, RORg inh -5% and VP16 counter -10%.
Screening Cc1ccccc1-c1nc(CS(=O)(=O)CC(=O)NC2CCCCC2C)c(C)o1 (configuration not stated) returned Rab9 prom act 6%, NPC1 promoter act -2%, FLuc counter 4%, p53 reactivation -11%, ELG1 genotox -1%, BRCA1 expr act 0%, CXXC DNA block 26%, MBNL1 CUG block 5%, uPA generation -3%, RORg inh 36% and VP16 counter 9%.
`COc1ccccc1N1CCN(C(CNS(=O)(=O)c2cc(F)ccc2F)c2cccnc2)CC1` (configuration not stated) gave Rab9 prom act -4%, NPC1 promoter act -1%, FLuc counter -2%, p53 reactivation -1%, ELG1 genotox 1%, BRCA1 expr act -18%, CXXC DNA block 4%, MBNL1 CUG block -33%, uPA generation 9%, RORg inh inconclusive and VP16 counter 8%.
CN(C)C(=O)c1ccc(NC(=O)c2ccccc2Sc2ccccc2C#N)cc1 was read as Rab9 prom act 6%, NPC1 promoter act 0%, FLuc counter 3%, p53 reactivation -1%, ELG1 genotox -1%, BRCA1 expr act -9%, CXXC DNA block 4%, uPA generation 0%, RORg inh 7%[10 µM] and VP16 counter -5%.
For COc1ccc(NC(=O)NCCCN2CCc3ccccc3C2)cc1 the results were Rab9 prom act -3%, NPC1 promoter act 1%, FLuc counter 1%, p53 reactivation 5%, ELG1 genotox 2%, BRCA1 expr act 23%, CXXC DNA block -14%, MBNL1 CUG block -7%, uPA generation 11%, RORg inh 16% and VP16 counter -6%.
For COc1cc2oc(-c3ccc(O)cc3)cc(=O)c2c(OC)c1O the results were Rab9 prom act 1%, NPC1 promoter act -2%, FLuc counter 24µM*, p53 reactivation -3%, ELG1 genotox 16µM*, BRCA1 expr act -17%, CXXC DNA block -4%, MBNL1 CUG block 0%, uPA generation 5%, RORg inh -20% and VP16 counter 5%.
`CC(OC(=O)c1cc2ccccc2cc1O)C(=O)Nc1ccc(S(N)(=O)=O)cc1` (configuration not stated) gave Rab9 prom act -1%, NPC1 promoter act -2%, FLuc counter -5%, p53 reactivation 0%, ELG1 genotox -3%, BRCA1 expr act -6%, CXXC DNA block -10%, uPA generation -5%, RORg inh 11% and VP16 counter 1%.
`COc1ccc(Cl)cc1C(=O)C1CCCN(Cc2cnc(N3CCOCC3)s2)C1` (configuration not stated) gave Rab9 prom act -6%, NPC1 promoter act -11%, FLuc counter -3%, p53 reactivation 2%, ELG1 genotox -3%, BRCA1 expr act -52%, CXXC DNA block 8%, MBNL1 CUG block -6%, uPA generation -2%, RORg inh 13% and VP16 counter -2%.
`CN(CC(=O)Nc1ccc(F)c(F)c1F)C(=O)CCCc1nc2ccccc2c(=O)[nH]1` gave Rab9 prom act -1%, NPC1 promoter act 1%, FLuc counter 3%, p53 reactivation 5%, ELG1 genotox -2%, BRCA1 expr act -3% and uPA generation 18%.
Screening CC(=O)c1ccc(NC(=S)Nc2cccc(S(=O)(=O)Nc3c(C)n(C)n(-c4ccccc4)c3=O)c2)cc1 returned Rab9 prom act 8%, NPC1 promoter act -4%, FLuc counter -16%, p53 reactivation 2%, ELG1 genotox 3%, BRCA1 expr act -5%, CXXC DNA block -1%, MBNL1 CUG block -3%, uPA generation 0%, RORg inh 11% and VP16 counter 14%.
For Cn1c(=O)c(C#N)c(-c2ccccc2)n2cnnc12 the results were Rab9 prom act 3%, NPC1 promoter act -3%, FLuc counter -2%, p53 reactivation 4%, ELG1 genotox -1%, BRCA1 expr act 3%, CXXC DNA block 5%, MBNL1 CUG block inconclusive, uPA generation -3%, RORg inh inconclusive and VP16 counter 0%.
`Cc1cccc(-n2c(C)cc(/C=C3\NC(=O)NC3=O)c2C)c1` gave Rab9 prom act 24%, NPC1 promoter act 20%, FLuc counter 6.7µM*, p53 reactivation 7%, ELG1 genotox inconclusive, BRCA1 expr act -7%, CXXC DNA block -15%, MBNL1 CUG block inconclusive, uPA generation -7%, RORg inh 1% and VP16 counter -3%.
`CCOc1ccc(N(CC(=O)NC2CCCCC2C)S(=O)(=O)c2c(C)noc2C)cc1` (configuration not stated) gave Rab9 prom act 0%, NPC1 promoter act 0%, FLuc counter -2%, p53 reactivation 0%, ELG1 genotox 0%, BRCA1 expr act -3%, CXXC DNA block 4%, MBNL1 CUG block -4%, uPA generation 6%, RORg inh -3% and VP16 counter -4%.
`CC(=O)SC1CC(=O)N(c2ccc(C(C)(C)C)cc2)C1=O` (configuration not stated) gave Rab9 prom act 2%, NPC1 promoter act 13%, FLuc counter inconclusive, p53 reactivation 4%, ELG1 genotox -9%, BRCA1 expr act 0%, CXXC DNA block inconclusive, MBNL1 CUG block -12%, uPA generation -2%, RORg inh 7.1µM* and VP16 counter inconclusive.
For COc1ccc2cc(N=Cc3nc(-c4ccc(C)cc4)oc3O)cnc2c1 the results were Rab9 prom act 0%, NPC1 promoter act 1%, FLuc counter -1%, p53 reactivation 3%, ELG1 genotox 0%, BRCA1 expr act -2%, CXXC DNA block 17%, MBNL1 CUG block -3%, uPA generation -2%, RORg inh -11% and VP16 counter 9%.
`CC(C)CCCC(C)CCOC(=O)CN1CCCC1` (configuration not stated) gave Rab9 prom act -2%, NPC1 promoter act 2%, FLuc counter 2%, p53 reactivation -2%, ELG1 genotox -1%, BRCA1 expr act 0%, CXXC DNA block 6%, MBNL1 CUG block -5%, uPA generation 1%, RORg inh -8% and VP16 counter 1%.
Screening O=[N+]([O-])c1cccc(Cl)c1NCCNc1ncc(C(F)(F)F)cc1Cl returned Rab9 prom act -1%, NPC1 promoter act -1%, FLuc counter -1%, p53 reactivation 1%, ELG1 genotox -1%, BRCA1 expr act -39%, CXXC DNA block -5%, MBNL1 CUG block 1%, uPA generation 4%, RORg inh inconclusive and VP16 counter -11%.
For NC(=O)c1ccc(OCC2CCCO2)cc1 (configuration not stated) the results were Rab9 prom act 2%, NPC1 promoter act -1%, FLuc counter -3%, p53 reactivation 10%, ELG1 genotox 2%, BRCA1 expr act 10%, CXXC DNA block -7%, MBNL1 CUG block 3%, uPA generation 0%, RORg inh -14% and VP16 counter -9%.
`Cc1ccc(NC(=O)C(OC(=O)c2ccc(O)cc2)c2ccccc2)cc1Cl` (configuration not stated) gave Rab9 prom act -7%, NPC1 promoter act 0%, FLuc counter -10%, p53 reactivation -3%, ELG1 genotox -1%, BRCA1 expr act -2%, CXXC DNA block 12%, MBNL1 CUG block -11%, uPA generation 4%, RORg inh -26% and VP16 counter -8%.
COc1ccc(/C=N/NC(=O)c2ccc(NC(=O)c3cccc([N+](=O)[O-])c3)cc2)c(OC)c1 was read as Rab9 prom act 8%, NPC1 promoter act 2%, FLuc counter -8%, p53 reactivation -3%, ELG1 genotox -3%, BRCA1 expr act -9%, CXXC DNA block 4%, uPA generation -4%, RORg inh -20% and VP16 counter inconclusive.

Some of these compounds in order of length of the SMILES, lowest first.
For COc1cc2oc(-c3ccc(O)cc3)cc(=O)c2c(OC)c1O the results were Rab9 prom act 1%, NPC1 promoter act -2%, FLuc counter 24µM*, p53 reactivation -3%, ELG1 genotox 16µM*, BRCA1 expr act -17%, CXXC DNA block -4%, MBNL1 CUG block 0%, uPA generation 5%, RORg inh -20% and VP16 counter 5%.
Screening Cc1ccccc1-c1nc(CS(=O)(=O)CC(=O)NC2CCCCC2C)c(C)o1 (configuration not stated) returned Rab9 prom act 6%, NPC1 promoter act -2%, FLuc counter 4%, p53 reactivation -11%, ELG1 genotox -1%, BRCA1 expr act 0%, CXXC DNA block 26%, MBNL1 CUG block 5%, uPA generation -3%, RORg inh 36% and VP16 counter 9%.
`CCOc1ccc(N(CC(=O)NC2CCCCC2C)S(=O)(=O)c2c(C)noc2C)cc1` (configuration not stated) gave Rab9 prom act 0%, NPC1 promoter act 0%, FLuc counter -2%, p53 reactivation 0%, ELG1 genotox 0%, BRCA1 expr act -3%, CXXC DNA block 4%, MBNL1 CUG block -4%, uPA generation 6%, RORg inh -3% and VP16 counter -4%.
